Screening results: PubChem, National Center for Advancing Translational Sciences (NCATS)
TbPYK inhibitor – blocks Trypanosoma brucei pyruvate kinase; Q57TT1; AID 624173; Potency, µM (highest dose often 76.8 µM), without a hit: at the top dose activity, negative = inhibition, usual class: inhibitors; TbPYK enzyme, Kinase-Glo Plus ATP luminescence, 45 min; 0.12% of 410,000 active; further: potency means the concentration at half of the fitted maximal effect; on the % scale 0 is the no-effect control and ±100 the full control effect; nearly all actives have a fitted effect of over 50% in size
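T. brucei PYK with substrate was exposed to pin-transferred compounds across a concentration series, then started with 130 uM ADP (final). After 45 min at room temperature, Kinase-Glo Plus luminescence was read, normalized and curve-fitted.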
Pf growth 96h – P. falciparum growth inhibition at 96 hours. AID 504834. P. falciparum luciferase reporter growth, 96 h. Potency, µM (highest dose often 28.7 µM), without a hit: at the highest dose activity change, negative = inhibition, actives largely listed as inhibitors. 6.9% of 320,000 active; further: potency means the concentration at half of the fitted maximal effect; on the % scale 0 is the no-effect control and ±100 the full control effect
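Readout is luminescence from an integrated firefly luciferase in P. falciparum. Red cells, 2% hematocrit and 0.05% parasitemia final, were cultured with compound through two parasite generations (96 hours) at 37 C, 5% CO2.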
LmPK inh – blocks Leishmania mexicana pyruvate kinase activity; purified LmPK, Kinase-Glo ATP luminescence, 1 h; Potency, µM (top dose mostly 57.5 µM), without a hit: top-dose activity change, negative = inhibition, most hits filed as inhibitors; 0.37% of 290,000 active; further: potency means the concentration at half of the fitted maximal effect; on the % scale 0 is the no-effect control and ±100 the full control effect
Target sequence (Q27686 whole entry, looked up): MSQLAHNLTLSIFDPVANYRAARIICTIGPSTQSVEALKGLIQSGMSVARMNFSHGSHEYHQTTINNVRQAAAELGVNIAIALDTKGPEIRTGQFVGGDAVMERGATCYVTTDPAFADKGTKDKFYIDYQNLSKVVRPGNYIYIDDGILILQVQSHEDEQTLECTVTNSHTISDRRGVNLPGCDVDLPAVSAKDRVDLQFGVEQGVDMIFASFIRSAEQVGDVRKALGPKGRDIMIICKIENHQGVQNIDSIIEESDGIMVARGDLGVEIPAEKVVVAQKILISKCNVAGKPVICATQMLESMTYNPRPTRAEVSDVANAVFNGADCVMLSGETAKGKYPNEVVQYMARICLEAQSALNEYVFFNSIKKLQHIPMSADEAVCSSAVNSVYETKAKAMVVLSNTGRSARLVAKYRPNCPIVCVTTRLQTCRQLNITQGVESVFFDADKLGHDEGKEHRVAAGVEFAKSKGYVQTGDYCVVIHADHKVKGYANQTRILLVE
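Purified LmPK (0.1 nM) converted ADP (0.1 mM) to ATP with PEP (0.5 mM) in imidazole buffer pH 7.2 with KCl and MgCl2, 1 h at room temperature. ATP was read by Kinase-Glo luminescence; data normalized to uninhibited and no-enzyme controls.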
Cycloheximide cs – counter-screen for Shiga toxin inhibitors: cycloheximide protein synthesis inhibition | cell reporter, cycloheximide protein synthesis inhibition counterscreen | max response, % | 12% of 300,000 active; in the data active means max response mostly above about 13%, no sharp cut-off; inactive means mostly below about 14%; further: read at 38.3 µM for the half of the compounds with a filed dose; 0% is about no effect
Pf growth 48h – P. falciparum growth inhibition at 48 hours (one generation). 5.9% of 310,000 active. P. falciparum luciferase growth in erythrocytes, 48 h. Potency, µM (series often up to 28.7 µM), for inactives: top-dose activity change, negative = inhibition, actives largely listed as inhibitors; further: potency means the concentration at half of the fitted maximal effect; on the % scale 0 is the no-effect control and ±100 the full control effect
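Here the parasites carry a stable luciferase gene and grow inside erythrocytes in Albumax-based RPMI medium with compound for one erythrocytic cycle. Activity is scored as loss of luminescent signal.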
Shiga inhibitor – blocks Shiga toxin action in Vero cells; Vero cells, Shiga toxin protein synthesis inhibition reporter; inhibition, % at 38.7 µM; 9.2% of 290,000 active; in the data active means inhibition mostly above about 28%, no sharp cut-off; inactive means mostly below about 43%; further: 0% is about no effect
HCV inh – blocks hepatitis C virus | AID 651820 | 3.4% of 340,000 active | Huh7.5.1 HCVcc-Cre infection, luciferase reporter, 44 h | Potency, µM (titrated, usually from 41.8 µM), for inactives: top-dose activity change, negative = inhibition, hits mostly inhibitors; further: potency means the concentration at half of the fitted maximal effect; on the % scale 0 is the no-effect control and ±100 the full control effect
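Cells seeded at 1,000/well and cultured 4 h, then compounds added followed by HCVcc-Cre virus (~0.5 moi). After 44 h further culture, luciferase substrate was added, plates held 15 min at room temperature, and luminescence read for 15 sec.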
An asterisk follows results filed as active; u = inconclusive; x = no result given; [ ] = another dose, or the depositor's remark. Unless noted, the call rests on the fitted dose curve; in most records, active means well fitted curve in the direction sought with a large enough effect; inconclusive means small, poorly fitted or top-dose-only effect, or another doubt; inactive means no such curve, though single readings can be large; an effect the other way counts as inactive or inconclusive. The order is random; 24% or so of the library scored in one or more.

Start of the listing, in advance, four compounds:
Letter code – A = TbPYK inhibitor; B = Pf growth 96h; C = LmPK inh; D = Cycloheximide cs; E = Pf growth 48h; F = Shiga inhibitor; G = HCV inh
1. O=C1OC2CCC1(c1ccccc1)C2 (configuration not stated)
  A = -7%	B = -6%	C = 7%	D = 3	E = 10%	F = 13	G = 22%

2. Cn1c(Cn2c(=O)sc3ccccc32)nnc1SCc1ccccc1F
  A = -5%	B = 12µM*	C = 6%	D = -5	E = x	F = -10	G = -8%

3. c1ccc(-c2nc(N3CCCCCC3)nc(-n3ccnc3)n2)cc1
  A = 10%	B = 31%[activator]	C = 2%	D = 1	E = u	F = -25	G = u

4. COc1ccc(S(=O)(=O)n2c([N+](=O)[O-])cnc2C)cc1OC
  A = -15%	B = -6%	C = 4%	D = -2	E = -3%	F = 4	G = 13%

This part in full, from the first entry:
Letter code – A = TbPYK inhibitor; B = Pf growth 96h; C = LmPK inh; D = Cycloheximide cs; E = Pf growth 48h; F = Shiga inhibitor; G = HCV inh
1. O=C1OC2CCC1(c1ccccc1)C2 (configuration not stated)
  A = -7%	B = -6%	C = 7%	D = 3	E = 10%	F = 13	G = 22%

2. Cn1c(Cn2c(=O)sc3ccccc32)nnc1SCc1ccccc1F
  A = -5%	B = 12µM*	C = 6%	D = -5	E = x	F = -10	G = -8%

3. c1ccc(-c2nc(N3CCCCCC3)nc(-n3ccnc3)n2)cc1
  A = 10%	B = 31%[activator]	C = 2%	D = 1	E = u	F = -25	G = u

4. COc1ccc(S(=O)(=O)n2c([N+](=O)[O-])cnc2C)cc1OC
  A = -15%	B = -6%	C = 4%	D = -2	E = -3%	F = 4	G = 13%

5. CCCC1COC(Cn2cncn2)(c2ccc(C)cc2)O1 (configuration not stated)
  A = 0%	B = 2%	C = -1%	D = 16	E = u	F = 75	G = 5%

6. O=c1c2ccccc2nnn1CSc1nnc(-c2cccs2)n1Cc1ccccc1
  A = -4%	B = x	C = -8%	D = -3	E = -27%	F = -30	G = u

7. CC(=NCCCN1CCOCC1)c1c(O)[nH]c(=O)[nH]c1=O
  A = 3%	B = -4%	C = 6%	D = -5	E = 26%	F = -18	G = 6%

8. CC1CCN(CCCNC(=O)c2ccc3c(=O)n(CCc4ccccc4)c(=O)[nH]c3c2)CC1
  A = 6%	B = u	C = 5%	D = 1	E = x	F = -5	G = 8.9µM*

9. Cc1ccc(C(=O)NCC(=O)N/N=C/c2cccs2)cc1C
  A = -21%	B = u	C = 2%	D = 2	E = 9%	F = 17	G = 22%

10. C=CCN(C(=O)C1=NN(C2CCS(=O)(=O)C2)C(=O)CC1)c1nc(-c2ccc([N+](=O)[O-])cc2)cs1 (configuration not stated)
  A = 0%	B = 411%[activator]	C = 2%	D = 38*	E = 142%[activator]	F = 42	G = u

11. CCOC(=O)c1c(-c2ccc(OC)cc2)cn2ccccc12
  A = 2%	B = 3%	C = 1%	D = -3	E = -9%	F = -3	G = -6%

12. N#CC(C#N)=C1C=CC=CN1/C(=C\c1ccco1)C(=O)c1ccc(Cl)cc1
  A = u	B = u	C = -1%	D = -8	E = u	F = -13	G = u

13. CCCCNS(=O)(=O)c1ccc2nc(-c3cccnc3)cc(C(=O)NC3CCCC3)c2c1
  A = 1%	B = -11%	C = 4%	D = 1	E = -17%	F = -7	G = -10%

14. Cc1ccc(S(=O)(=O)N(CC(=O)N2CCCCCC2)c2ccccc2F)cc1
  A = 3%	B = u	C = -3%	D = -2	E = -23%	F = 19	G = 11%

15. COc1ccc(NC(=O)Cc2ccc(C)cc2)c([N+](=O)[O-])c1
  A = -6%	B = 222%[activator]	C = 0%	D = 8	E = 12%	F = 26	G = 2%

16. CCN(CC)S(=O)(=O)c1ccc(Cl)c(C(=O)NCCN2CCOCC2)c1
  A = 1%	B = -25%	C = -1%	D = -8	E = -2%	F = -7	G = -2%

17. O=C1CSC(c2cccc([N+](=O)[O-])c2)N1c1c(F)cccc1F (configuration not stated)
  A = 3%	B = -12%	C = 10%	D = -2	E = -25%	F = -15	G = 2%

18. CC(C)CCn1nnnc1C(c1ccccc1)N1CCN(C)CC1 (configuration not stated)
  A = 3%	B = 0%[5.75 µM]	C = -2%	D = 1	E = -10%	F = -13	G = -22%

19. O=C(c1ccccc1[N+](=O)[O-])N1N=C(c2ccccc2)CC1(O)C(F)(F)F (configuration not stated)
  A = 2%	B = u	C = 1%	D = -2	E = u	F = -10	G = 11%

20. Cc1ccn(CC(=O)N2N=C(C(F)F)CC2(O)C(F)F)n1 (configuration not stated)
  A = 36%	B = u	C = -5%	D = -2	E = -5%	F = -3	G = 17%

21. Cc1cc(NC(=O)COC(=O)C2CCC(=O)N2)c([N+](=O)[O-])cc1C (configuration not stated)
  A = -8%	B = -1%	C = -5%	D = -4	E = 56%[activator]	F = -1	G = -14%

22. CN1CCN(C(=O)c2ccccc2NC(=O)C(C)(C)C)CC1
  A = 2%	B = -11%	C = 0%	D = -2	E = -6%	F = -5	G = -26%

23. CCc1ccc(NS(=O)(=O)c2ccc(OC)c(C)c2)cc1
  A = -4%	B = 19%	C = 6%	D = -6	E = x	F = 18	G = -4%

24. O=C(CCN1C(=O)[C@@H]2Cc3ccccc3CN2C1=O)N[C@H](C(=O)O)c1ccccc1
  A = -4%	B = -23%	C = 2%	D = -2	E = 23%	F = 17	G = -42%

25. Cc1ccc2c(c1)c(Sc1ccccc1)c(CC(=O)O)n2C
  A = -12%	B = 1%	C = -1%	D = -2	E = 2%	F = 13	G = -1%

26. NS(=O)(=O)c1ccc(N=Cc2c(O)c3ccccc3oc2=O)cc1
  A = 3%	B = -22%	C = 1%	D = -2	E = -27%	F = -6	G = 1%

27. COc1ccc(OC)c(CN2CCN(Cc3cccc4ccccc34)CC2)c1
  A = 9%	B = -8%	C = -6%	D = 0	E = u	F = -9	G = u

28. Cn1nnnc1SCC(=O)N1CCN(Cc2ccccc2)CC1
  A = 0%	B = 29%	C = -1%	D = -1	E = -3%	F = -8	G = 10%

29. O=C(/C=C/c1ccc(F)cc1)NCc1cccs1
  A = 1%	B = 167%[activator]	C = 0%	D = 26*	E = 55%[activator]	F = 94*	G = 1%

30. Cn1cc([N+](=O)[O-])c(C(=O)N/N=C/c2ccc([N+](=O)[O-])cc2)n1
  A = -1%	B = 2%	C = 3%	D = -3	E = 6%	F = -4	G = -7%

31. C=CCN1C(=O)c2ccc(C(=O)OCC(=O)N3CCN(c4ccccc4)CC3)cc2C1=O
  A = -10%	B = 27%	C = x	D = x	E = 9%	F = x	G = 15%

32. CCCCCCN(C(=O)CCCCCN1C(=O)NC(c2ccc(-c3ccccc3)cc2)C(C(=O)OCc2ccccc2)=C1C)C(C(=O)NCCCC)c1ccc(O)c(C(=O)OC)c1 (configuration not stated)
  A = x	B = 2.1µM*	C = 1%	D = -1	E = 2.1µM*	F = -1	G = x

33. CC(C)(C)N=C1C([N+](=O)[O-])=CC=C2C1=NC1(CCCCC1)N2O
  A = -10%	B = 29%	C = -25%	D = 1	E = 18%	F = -14	G = -14%

34. COc1ccc(C(=O)Nc2nnc(SCC(=O)NCc3ccco3)s2)cc1OC
  A = 1%	B = u	C = -6%	D = 10	E = 16%	F = 12	G = x

35. O=[N+]([O-])c1cc([N+](=O)[O-])c(Oc2c(F)cccc2F)cc1NN1CCCCC1
  A = -6%	B = u	C = 2%	D = -1	E = 19%	F = -11	G = 13%

36. Cc1cc(C)c2cc(C=O)c(Cl)nc2c1
  A = 2%	B = u	C = -10%	D = 3	E = 0%	F = 10	G = 8%

37. OC1c2cc(Br)ccc2N=C2CCCN21 (configuration not stated)
  A = -3%	B = 10µM*	C = 1%	D = -4	E = 8.3µM*	F = -17	G = u

38. Cc1cc(C)c(C#N)c(SCCS(=O)(=O)Cc2ccccc2)n1
  A = -1%	B = x	C = 10%	D = -2	E = 10%	F = 8	G = -15%

39. O=C(CNC(=O)C12CC3CC(CC(C3)C1)C2)NC1=NCCS1
  A = 4%	B = x	C = 4%	D = -3	E = -12%	F = -2	G = -8%

40. O=C(CCNC(=O)c1ccc(Cl)cc1)NCC(c1ccco1)N1CCCCC1 (configuration not stated)
  A = -6%	B = 4.7µM*	C = x	D = x	E = u	F = x	G = 7%

41. CC(C)CCN1CCNC(=O)C1CC(=O)N(C)CCCN1CCOCC1 (configuration not stated)
  A = -1%	B = 88%[activator]	C = 7%	D = 5	E = 37%	F = -16	G = x

42. COc1ccccc1CNC(=O)C1CCN(S(=O)(=O)c2ccc3c(c2)CC(C)N3C(=O)C2CC2)CC1 (configuration not stated)
  A = 0%	B = 4%	C = 4%	D = 1	E = u	F = -10	G = u

43. CC(C)(C)c1cc(CN2CCN(CCO)CC2)cc(C(C)(C)C)c1O
  A = 1%	B = u	C = 2%	D = -5	E = 4%	F = -5	G = 25%

44. C=CCNC(=O)CCNS(=O)(=O)c1ccc(Br)cc1
  A = -4%	B = u	C = 6%	D = -3	E = 8%	F = -21	G = -4%

45. CCOC(=O)CCn1c(CC(=O)OCC)nc2ccccc21
  A = 7%	B = 21%	C = -3%	D = -3	E = 23%	F = 4	G = 14%

46. COc1ccccc1CN(Cc1cccnc1)S(=O)(=O)c1ccc(-n2cnnn2)c(OC)c1
  A = -4%	B = 8.3µM*	C = 12%	D = 1	E = u	F = 47*	G = 8%

47. Cc1ccc(S(=O)(=O)Nc2c(C)nc3nc(C)[nH]n3c2=O)cc1
  A = -14%	B = u	C = 2%	D = -3	E = 16%	F = -14	G = 12%

48. CC(=O)N1CCN(Cc2nc3cc(NC(=O)COc4cccc(C)c4)ccc3n2C)CC1
  A = 0%	B = 26%	C = -1%	D = -1	E = -29%	F = -12	G = -18%

49. COc1ccc(N(C(=O)c2csnn2)C(C(=O)NC2CCCC2)c2cccs2)cc1 (configuration not stated)
  A = -7%	B = 1.5µM*	C = -2%	D = -6	E = -9%	F = 56*	G = 1%

50. O=[N+]([O-])/C=C/c1c(OCc2ccccc2)ccc2ccccc12
  A = x	B = u	C = 2%	D = 10	E = x	F = 18	G = x

Other results:
Letter code – A = TbPYK inhibitor; B = Pf growth 96h; C = LmPK inh; D = Cycloheximide cs; E = Pf growth 48h; F = Shiga inhibitor; G = HCV inh
51. CCOC(=O)Cn1cc(C=C2C(=O)N(C)C(=O)N(C)C2=O)c2ccccc21
  A = -20%	B = 44%[activator]	C = 0%	D = -6	E = -20%	F = -5	G = 6%

52. Cc1cc2ncn(CC(O)COC3CCCCC3)c2cc1C (configuration not stated)
  A = 8%	B = -42%	C = -8%	D = -3	E = u	F = -10	G = 1%

53. O=C(CNC(=O)CNC(=O)c1ccc(Cl)cc1Cl)NCc1cccc(Cl)c1
  A = 9%	B = -21%	C = -11%	D = 1	E = -10%	F = -2	G = -3%

54. COc1ccccc1CN1C(=O)CN(C2CCCC2)C(=O)C1c1ccc(F)cc1 (configuration not stated)
  A = -4%	B = x	C = 0%	D = -6	E = u	F = 20	G = x

55. CCc1ccc(N(CC(=O)NCc2ccc(OC)cc2)C(=O)CCC(=O)Nc2ccccn2)cc1
  A = -2%	B = u	C = -15%	D = -2	E = -1%	F = -6	G = -14%
